Source: PubChem BioAssay (several laboratories)
Bcl-xL primary: Bcl-xL (human) inhibition | Q07817 | 320,000 compounds, 0.7% hits | inhibition, % at 10.9 µM | GST-Bcl-xL / FITC-Bim BH3 peptide fluorescence polarization;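 active means inhibition above the mean of all tested compounds plus 3 SD, cutoff set per campaign, cut at about 30% in these data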;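 further: 0% = DMSO wells and 100% = unlabeled Bim-BH3 peptide competitor; inhibitors lower millipolarization by displacing the labeled peptide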
Target sequence (Q07817 whole entry, looked up): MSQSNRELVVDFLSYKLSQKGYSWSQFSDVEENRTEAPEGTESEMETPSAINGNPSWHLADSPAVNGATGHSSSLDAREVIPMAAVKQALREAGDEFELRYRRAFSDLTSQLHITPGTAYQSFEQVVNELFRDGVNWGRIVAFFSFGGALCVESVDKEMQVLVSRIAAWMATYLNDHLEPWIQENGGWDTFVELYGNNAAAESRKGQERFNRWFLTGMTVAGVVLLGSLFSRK
GRK2 inh: human GRK2 inhibition via aptamer displacement; bead flow cytometry, FAM-aptamer displacement from GRK2; inhibition of aptamer binding, % at 10 µM; 330,000 compounds, 0.59% hits; AID 488847;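 active means inhibition of aptamer binding above 40%, roughly 3 SD of noise, on plates passing a quality check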;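 further: median bead fluorescence of bound FAM aptamer so fluorescent compounds give negative values; no value below 0 was filed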
CIT2-GFP yeast: yeast TOR pathway CIT2-GFP modulation | S. cerevisiae CIT2-GFP strain, flow cytometry, 3 h; 100 means same as DMSO wells | GFP response vs DMSO, % at 10 µM | 320,000 compounds, 0.065% hits;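 active means GFP response relative to DMSO above a set limit, near the screen mean plus 3 SD, cut at about 150% in these data; inconclusive means Fewer than 70 cells measured for a yeast strain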;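 further: ratio of well median GFP fluorescence to mean of DMSO wells on the plate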
GLD-1 TGE inh: GLD-1-TGE RNA interaction inhibition (C. elegans) | Q17339 | purified GLD-1 + fluorescein TGE RNA, fluorescence polarization | inhibition, % at 5.96 µM | 320,000 compounds, 0.44% hits | AID 2280;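 active means percent inhibition above a per-plate cutoff, the plate mean of test compounds plus 3 SD, cut at about 30% in these data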;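 further: 0% = DMSO wells with GLD-1 and probe and 100% = wells lacking GLD-1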
MCL1 BIM primary: disrupts human MCL1 binding to BIM-BH3 peptide. Q07820. inhibition, % at 10.9 µM. 320,000 compounds, 0.68% hits. AID 2057. GST-MCL1 / FITC-Bim-BH3 fluorescence polarization;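 active means inhibition above the mean inhibition of all tested compounds plus 3 SD, set per campaign, cut at about 40% in these data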;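 further: 0% = DMSO wells and 100% = unlabeled Bim-BH3 peptide control; higher means more loss of mP so more displacement of Bim peptide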
Target sequence (Q07820 whole entry, looked up): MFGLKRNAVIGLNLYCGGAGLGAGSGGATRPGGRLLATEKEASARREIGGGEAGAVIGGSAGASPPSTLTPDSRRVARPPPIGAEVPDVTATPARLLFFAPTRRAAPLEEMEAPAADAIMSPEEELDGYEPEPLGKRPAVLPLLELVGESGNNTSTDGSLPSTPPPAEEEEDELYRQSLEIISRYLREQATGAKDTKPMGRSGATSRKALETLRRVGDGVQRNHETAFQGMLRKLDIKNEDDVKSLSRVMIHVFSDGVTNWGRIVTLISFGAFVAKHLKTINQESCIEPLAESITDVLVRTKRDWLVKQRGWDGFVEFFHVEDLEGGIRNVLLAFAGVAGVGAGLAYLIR
VLA-4 inh: inhibition in a human VLA-4 binding assay | AID 2557 | 330,000 compounds, 0.2% hits | inhibition, % (about 7 µM as worked out from the volumes in the protocol) | P13612 | VLA-4 expressing cells, ligand binding flow cytometry; in the data active means inhibition above about 50%
MEX-5 binding: C. elegans MEX-5 TCR-2 RNA binding activity | Q9XUB2 | MEX-5/FITC-TCR2 RNA binding, fluorescence polarization; active compounds read low | AID 1832 | 300,000 compounds, 0.38% hits | activity score (negative = inhibition of binding), % at 10 µM;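 active means inhibition past about -25% in most replicates, and total fluorescence under double the plate's negative control median, limit read from the data; inconclusive means replicates evenly split on the limit, or fluorescence at least double controls; inactive means too little inhibition in most replicates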;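 further: 0% = DMSO and -100% = 5 µM competing unlabeled TCR2 RNA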
Target sequence (Q9XUB2 whole entry, looked up): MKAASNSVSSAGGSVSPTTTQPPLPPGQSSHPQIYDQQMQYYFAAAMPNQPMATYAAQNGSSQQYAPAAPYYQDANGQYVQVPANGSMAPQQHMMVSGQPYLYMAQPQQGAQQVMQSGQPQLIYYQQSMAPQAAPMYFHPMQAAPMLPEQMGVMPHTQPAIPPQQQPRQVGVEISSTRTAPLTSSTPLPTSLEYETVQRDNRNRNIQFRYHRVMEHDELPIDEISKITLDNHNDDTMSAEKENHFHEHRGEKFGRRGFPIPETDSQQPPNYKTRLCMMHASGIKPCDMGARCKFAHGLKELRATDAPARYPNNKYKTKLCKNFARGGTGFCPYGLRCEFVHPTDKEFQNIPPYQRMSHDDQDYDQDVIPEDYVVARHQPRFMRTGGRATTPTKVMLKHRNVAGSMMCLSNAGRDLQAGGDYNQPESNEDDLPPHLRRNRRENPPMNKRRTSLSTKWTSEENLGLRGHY
AGP1 TOR yeast: modulators of TOR pathway AGP1-GFP in S. cerevisiae; S. cerevisiae AGP1-GFP multiplex flow cytometry, 3 h; GFP as percent of DMSO wells; GFP response vs DMSO, % at 10 µM; 320,000 compounds, 0.02% hits; AID 2066;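 active means GFP response relative to DMSO above a set limit, near screen average plus 3 SD, cut at about 150% in these data; inconclusive means fewer than 70 cells counted for the yeast strain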;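 further: median GFP channel fluorescence of the gated AGP1 strain per well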
Yeast superoxide: lowers age-related superoxide in aged yeast cells; 330,000 compounds, 0.18% hits; S. cerevisiae aged cells, superoxide DHE fluorescence; active compounds read low; superoxide response (% of plate mean), % at 10 µM;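 active means superoxide response under a set limit, about three screen SD below normal, cut at about 65% in these data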;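 further: yeast aged for seven days with compound at 30 °C before DHE staining; 100% = average MFI of all compound-treated wells on the plate with controls excluded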
* hit, by the source's call; i = inactive; ? = inconclusive; / = no result given; [ ] = remark or other dose. Random draw from the library; about 2.1% have a hit in one of these screens.

SMILES	Bcl-xL primary	GRK2 inh	CIT2-GFP yeast	GLD-1 TGE inh	MCL1 BIM primary	VLA-4 inh	MEX-5 binding	AGP1 TOR yeast	Yeast superoxide
CC(C)(O)C#Cc1ccc(CN2CCN(C3CCCC3)C(CCO)C2)cc1 (centres undefined)	0	3	89	-2	-6	-1	-1.7	110	93
CC(=O)Nc1ccc(/C=C/C(=O)c2ccc3c(c2)OCCO3)cc1	1	0	104	1	-6	0	-53*	95	99
CC(=O)Nc1ccc(NC(=O)CSc2nnc3ccc(-c4ccccn4)nn23)cc1	-1	0	96	2	2	3	-1.4	98	101
CC[C@@H]1C/C=C\Cc2ccccc2[C@@H](C(=O)C[C@@H](O)CC(C)=O)OC1=O	/	4	91	1	/	-17	/	90	100
O=C(NCc1ccccc1)c1ccc(S(=O)(=O)NCc2ccco2)cc1	-2	1	99	4	2	4	-0.6	101	101
Nc1nnnn1/N=C\c1ccc(Cl)c([N+](=O)[O-])c1	2	1	95	-3	1	-2	-1.9	103	107
Cc1ccc2nc(-c3ccc(NC(=O)CN(c4ccccc4C)S(C)(=O)=O)cc3)sc2c1	-5	4	108	2	-3	33	-11	100	114
N#Cc1ccc(NC(=O)COC(=O)c2ccc(F)c(S(=O)(=O)N3CCOCC3)c2)cc1	0	2	101	3	-1	-8	/	103	77
COc1ccc(OCCn2cncn2)cc1	6	0	95	4	-4	7	-0.8	99	102
COc1ccc(N(CC(=O)N2CCOCC2)S(C)(=O)=O)cc1OC	-1	0	106	-11	0	11	1.5	96	95
O=C(NCc1cnc2ccccn12)C1CCC(=O)N(Cc2ccccc2F)C1 (centres undefined)	/	6	109	/	/	3	5.3	83	97
Cc1oc2ccc(O)c(CN3CCOCC3)c2c1C(=O)c1ccc(Cl)cc1	1	0	94	4	2	14	-2.4	97	93
O=C(NN=C1CCCC1)c1ccc(Br)cc1	0	0	98	3	-3	-1	1.2	92	85
NNC(=O)c1cn2ccccc2n1	5	2	104	8	8	-9	3.0	99	105
CC(C)CCc1noc(CN2CCC(CCN3CCCC3=O)CC2)n1	7	1	104	2	7	1	1.4	109	81
CC(C)NC(=O)c1noc2cc([N+](=O)[O-])ccc12	3	1	98	10	-2	19	1.9	101	96
NS(=O)(=O)c1ccc(CCNCC(=O)NCc2ccccc2Cl)cc1	-4	0	100	-7	-6	4	7.6	94	103
O=c1cc(NCC2CCCO2)[nH]c(=O)n1-c1ccc(Cl)cc1 (centres undefined)	2	1	94	1	4	0	-0.4	97	89
CCCS(=O)(=O)N1CCC(C(=O)N2CCOCC2)CC1	3	1	107	3	5	-4	0.6	105	93
O=C(/C=C/c1ccc(OC(F)F)cc1)OCC(=O)N1CCC(c2ccccc2)=N1	0	0	86	9	-1	6	/	89	114
Cc1c(C(c2ccccc2)c2c(C)n(C)n(-c3ccccc3)c2=O)c(=O)n(-c2ccccc2)n1C	0	19	101	3	-5	3	-2.0	108	95
COc1ccc(NC(=O)COC(=O)CN2C(=O)NC(C)(C)C2=O)cc1	-7	5	96	0	-8	12	/	96	96
Cc1nc(NC(=O)c2ccc(Br)o2)sc1C	-2	1	110	1	-4	2	0.8	109	104
CCOC(=O)CC1C(=O)NCCN1C(=O)Nc1ccccc1 (centres undefined)	3	0	113	9	3	11	2.3	102	97
CN(C)S(=O)(=O)c1ccc(NC(=O)c2cc3ccccc3o2)cc1	0	0	95	2	5	0	-1.7	/	95
CC(=O)c1cccc(OCC(=O)N(C)CC(=O)NCc2ccco2)c1	/	86*	95	14	/	15	/	92	98
COc1c(Cl)cc(-c2noc(C)c2C(=O)NC(C)C)cc1Cl	-1	3	101	-5	-6	-3	-1.8	103	105
CC1Sc2ccc(S(=O)(=O)N3CCC(C(=O)NCC(C)c4ccccc4)CC3)cc2NC1=O (centres undefined)	-1	0	108	-5	0	-5	-1.5	107	139
COc1ccc(N(CC(=O)Nc2cccc(N(C)S(C)(=O)=O)c2)S(=O)(=O)c2ccc(C)cc2)cc1	1	3	88	5	-5	-25	1.5	96	107
CCCCNC(=S)NCCN1CCCCC1	5	0	105	-2	3	16	0.0	110	100
O=C1CCC2=C(CCCC2=O)N1	3	2	98	4	5	2	-0.6	106	103
COc1ccc(CN2CCN(C(C)C)C(CCO)C2)cc1Cn1cncn1 (centres undefined)	11	46*	99	5	-2	-121	1.1	94	103
CON(C)c1nc(C2CCCCC2)c2cc(C)ccc2n1	4	/	/	-4	7	/	-1.5	/	/
Oc1c(Br)cc(C=Nc2ccc3nc(-c4ccccc4)[nH]c3c2)c(O)c1Br	22	4	114	14	22	-38	-2.0	105	90
CCc1ccccc1NC(=O)NC1CC2CCC(C1)N2Cc1cccs1 (centres undefined)	3	0	108	4	5	9	0.4	101	126
O=C(CN(C(=O)c1csnn1)c1cccc(C(F)(F)F)c1)NC1CCCC1	-1	1	88	1	4	-1	0.0	91	119
CCOc1ccccc1NC(=S)Nc1ccc(S(N)(=O)=O)cc1	2	0	88	2	6	1	1.3	94	108
N#C/C(=C\c1ccc(-c2cccc([N+](=O)[O-])c2)o1)C(=O)N1CCOCC1	0	0	96	4	1	-5	-4.1	97	96
CCOC(=O)c1[nH]c(C)c(C(=O)OCc2ccc(C)cc2)c1C	3	1	97	-6	-2	1	2.2	94	99
Nc1nnc(SCC(=O)Nc2nnc(-c3ccccc3)o2)s1	3	1	104	2	0	23	/	96	105

Arranged by value in MCL1 BIM primary (highest first): 3 from the list above
mol	MCL1 BIM primary
CN(C)S(=O)(=O)c1ccc(NC(=O)c2cc3ccccc3o2)cc1	5
O=C(CN(C(=O)c1csnn1)c1cccc(C(F)(F)F)c1)NC1CCCC1	4
COc1ccc(NC(=O)COC(=O)CN2C(=O)NC(C)(C)C2=O)cc1	-8

The listing continues.
SMILES	Bcl-xL primary	GRK2 inh	CIT2-GFP yeast	GLD-1 TGE inh	MCL1 BIM primary	VLA-4 inh	MEX-5 binding	AGP1 TOR yeast	Yeast superoxide
COCCn1c(-c2ccc(OC)cc2)cnc1N	5	1	/	5	11	1	0.3	110	109
COc1ccc(N2C(=O)CC(c3ccccc3)CC2=O)cc1	10	2	101	-1	2	-1	/	100	104
CC1(C)C(O)=C(c2nc3ccccc3[nH]2)C(=N)N1c1ccccc1	5	4	100	3	11	5	2.9	99	91
CCOc1ccc(NC(=O)CSc2ncn[nH]2)cc1	-2	0	93	1	-2	-5	0.9	92	131
COc1ccccc1-c1cc(-c2ccccc2)nc(SCC(=O)O)c1C#N	/	1	101	/	/	2	3.8	94	105
N#Cc1c(N)nc2c(c1-c1ccncc1)CCCC2	0	0	/	6	-2	3	1.1	107	76
CC(=O)Nc1ccc(S(=O)(=O)NCCC(=O)NCCCc2ccccc2)cc1	1	0	99	5	4	12	/	98	90
CCCC(=O)Nc1ccc(NC(=O)c2ccccc2)nc1	4	0	86	0	-1	10	-1.5	93	106
CCOC(=O)NC1(C(F)(F)F)C(=O)NC(C)=C1C#N (centres undefined)	3	0	92	3	14	3	1.9	93	106
Cc1cc(C)n(CC(=O)NNC(=O)COc2ccc(Br)cc2F)n1	/	2	85	9	/	0	/	90	90
CC(NS(=O)(=O)c1cn(C)c(=O)n(C)c1=O)c1ccccc1 (centres undefined)	1	4	110	4	5	-5	-0.2	97	90
CC(C)=CC1C(C(=O)NCCOc2ccccc2)C1(C)C (centres undefined)	2	0	98	9	2	12	0.1	94	105
CCS(=O)(=O)N1Cc2ccccc2CC1C(=O)Nc1cc(S(C)(=O)=O)ccc1Cl (centres undefined)	4	1	107	0	4	7	1.7	108	101
Cc1ccc(CNC(=O)/C(C#N)=C/c2ccc(C)s2)cc1	4	0	91	-2	2	-2	-1.6	90	100
O=C(Nc1ccccc1)C1CC(=O)n2c(nc3ccccc32)N1 (centres undefined)	3	0	102	5	-3	-4	1.0	107	108
CC(=O)NCCc1nc2ccccc2n1Cc1ccc(Cl)cc1	3	0	85	1	2	0	0.6	101	92
Cc1cc(NC(=O)CSc2nc3ccccc3[nH]2)n(-c2ccccc2)n1	7	2	88	3	6	4	0.0	93	124
CN(C)c1cccc(C(=O)N/N=C/c2ccccc2F)c1	-5	0	?	3	-8	8	/	16[may fluoresce violet]	98
COc1ccc(NC(=O)CSc2nnnn2C)c([N+](=O)[O-])c1	4	0	85	-1	1	10	1.8	95	108
COc1cccc(NS(=O)(=O)c2c(C)cc(C)cc2C)c1	1	2	90	-2	3	0	-0.2	100	98
COc1ccc2c(c1)CCc1c-2nc2ccccc2c1N1CCOCC1	9	0	106	1	16	-1	1.2	95	93
COc1cccc(OC)c1OCCCSc1nc(C)cc(=O)[nH]1	5	1	96	1	1	13	-1.2	98	70
O=c1oc(C2(O)CCCCC2)cc2ccc(/C=C/c3ccc(F)cc3)cc12	-3	0	86	0	-2	0	/	92	104
O=C(CNC(=O)N1CC(=O)Nc2ccccc21)Nc1nccs1	5	0	107	1	7	i	-0.8	108	122
COC(=O)CSc1nnc2c3c4c(sc3nc(-n3nc(C)cc3C)n12)COC(C)(C)C4	-5	4	86	-5	-8	2	-0.3	100	101
O=C(Nc1ccc(Oc2ccccc2)nc1)C1CCCCN1Cc1cccc(O)c1 (centres undefined)	2	0	94	7	-5	-5	-1.4	93	104
CCCC(=O)NC(=S)Nc1nc(-c2ccc(OC)cc2)cs1	4	1	97	1	3	6	-3.0	99	102
Cc1ccccc1NC(=S)NNC(=O)c1cccc(Br)c1	5	1	94	6	6	2	2.3	90	108
CCOCCCNC(=O)C(c1ccc(Cl)cc1)N1CCN(C(=O)c2ccco2)CC1 (centres undefined)	1	0	100	-1	-2	17	-1.2	103	101
CN(C(=O)CSc1nnnn1-c1ccccc1)C1CCCCC1	2	1	96	-5	4	6	0.7	96	93
Cc1c(NC(=O)CN2CC(C)OC(C)C2)c(=O)n(-c2ccccc2)n1C (centres undefined)	6	0	100	2	-4	10	/	95	98
COC(=O)c1ccccc1S(=O)(=O)N1CCCC(c2nc3c(nnn3Cc3ccc(C)cc3)c(=O)[nH]2)C1 (centres undefined)	-1	1	102	9	-2	5	-2.1	92	103
CC1CCN(c2c([N+](=O)[O-])nn(-c3ccc4c(c3)OCCO4)[n+]2[O-])CC1	12	2	98	3	11	23	-1.3	89	87
CCC1Nc2ncnc(N3CCOCC3)c2N(Cc2ccc(Cl)cc2)C1=O (centres undefined)	/	0	97	4	/	-3	/	99	81
COc1cccc(C(=O)N(C)Cc2c(C)nn(C3CCS(=O)(=O)C3)c2C)c1 (centres undefined)	/	0	88	4	/	-2	/	98	93
CCCCCCN1Cc2ccccc2C1	3	1	95	-4	-2	16	-1.7	100	93
O=C(NCc1n[nH]c(=S)n1-c1ccc(Cl)c(Cl)c1)c1ccc(S(=O)(=O)N2CCCCC2)cc1	-3	0	106	-1	-9	14	1.1	108	102
O=S(=O)(c1ccc(Cl)cc1)N1CCn2c1nc1ccccc12	-1	2	95	6	-3	4	1.6	94	110
COc1cc(C(C)=O)ccc1Oc1ccc(S(=O)(=O)N2CCOCC2)cn1	0	0	112	0	6	6	/	108	90
CCc1cc2c(=O)c(-n3cnc4ccccc43)coc2cc1O	9	0	101	5	7	-4	0.5	97	90
COC(=O)c1ncccc1SC	7	0	108	2	5	7	-2.7	103	122
